# LYPLA1 counter: counter-screen for PME1 inhibitors: inhibitors of human LYPLA1 | inhibition, % at 5.9 µM | O75608 | 0.16% of 320,000 active | recombinant LYPLA1, FP-Rh probe fluorescence polarization | AID 2174;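 active = inhibition above the mean of all tested compounds plus 3 SD, set per campaign, cut at about 14% in these data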;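 note: inhibitors block serine hydrolase probe labeling of LYPLA1 so polarization falls; 0% = enzyme with DMSO and 100% = wells lacking LYPLA1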
# PAD4 inh: PAD4 (human) enzyme inhibition; Q9UM07; recombinant PAD4, RCA probe fluorescence polarization; inhibition, % at 6.36 µM; 0.41% of 330,000 active;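 active = percent inhibition above a cutoff equal to the mean of all tested compounds plus 3 SD, cut at about 15% in these data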;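 note: 0% = PAD4 with RCA probe and DMSO and 100% = probe without PAD4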
# PAFAH1B3 inh: PAFAH1B3 (human) inhibition; inhibition, % at 3.39 µM; 0.28% of 340,000 active; Q15102; recombinant PAFAH1B3, FP-rhodamine probe, fluorescence polarization; AID 492972;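 active = inhibition above the screen-wide average of all tested compounds plus 3 SD, cut at about 25% in these data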;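 note: 0% = enzyme with DMSO only and 100% = wells lacking PAFAH1B3 protein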
# Target sequence (Q15102 whole entry, looked up): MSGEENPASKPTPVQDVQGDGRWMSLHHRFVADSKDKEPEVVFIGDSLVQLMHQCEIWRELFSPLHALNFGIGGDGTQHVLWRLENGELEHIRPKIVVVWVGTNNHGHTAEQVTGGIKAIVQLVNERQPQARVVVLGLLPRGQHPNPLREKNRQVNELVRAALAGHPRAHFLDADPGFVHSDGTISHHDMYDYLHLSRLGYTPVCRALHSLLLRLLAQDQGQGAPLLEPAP
# PAFAH1B2 FP inh: inhibitors of human PAFAH1B2 | P68402 | recombinant PAFAH1B2, FP-rhodamine activity probe, fluorescence polarization | inhibition, % at 3.39 µM | 1.2% of 340,000 active | AID 492953;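 active = inhibition above the mean of all tested compounds plus 3 SD, cut at about 24% in these data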;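 note: 0% = enzyme with DMSO and 100% = wells lacking PAFAH1B2; many of its hits are not listed in these tables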
# PREPL inhibitor: inhibits the human prolyl oligopeptidase-like enzyme; Q4J6C6; recombinant PREPL, fluorescence polarization activity-based probe; inhibition, % at 5.96 µM; 0.68% of 320,000 active; in the data active = inhibition above about 43%;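 note: 0% = enzyme with DMSO and 100% = wells lacking enzyme; many of its hits are not listed in these tables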
# Target sequence (Q4J6C6 whole entry, looked up): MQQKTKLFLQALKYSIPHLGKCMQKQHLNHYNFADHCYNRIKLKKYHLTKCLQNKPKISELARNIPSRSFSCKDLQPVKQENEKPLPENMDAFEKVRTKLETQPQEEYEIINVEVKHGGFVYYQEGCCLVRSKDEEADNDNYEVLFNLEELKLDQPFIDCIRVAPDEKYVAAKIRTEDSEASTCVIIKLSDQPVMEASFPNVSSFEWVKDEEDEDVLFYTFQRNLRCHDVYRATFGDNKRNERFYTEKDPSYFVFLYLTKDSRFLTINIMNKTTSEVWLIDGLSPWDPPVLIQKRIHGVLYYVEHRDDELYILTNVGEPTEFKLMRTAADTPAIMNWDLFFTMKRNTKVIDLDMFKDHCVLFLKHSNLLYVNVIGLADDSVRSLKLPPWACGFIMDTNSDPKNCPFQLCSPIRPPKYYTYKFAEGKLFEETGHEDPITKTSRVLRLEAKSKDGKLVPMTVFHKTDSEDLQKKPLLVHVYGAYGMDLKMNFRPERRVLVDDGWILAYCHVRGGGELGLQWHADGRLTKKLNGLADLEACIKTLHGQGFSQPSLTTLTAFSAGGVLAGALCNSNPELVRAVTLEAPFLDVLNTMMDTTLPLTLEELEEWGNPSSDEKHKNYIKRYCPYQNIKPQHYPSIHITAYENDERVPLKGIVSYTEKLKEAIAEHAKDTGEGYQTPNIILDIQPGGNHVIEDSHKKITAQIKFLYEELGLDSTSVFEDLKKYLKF
# GSTO1 inh: blocks human GSTO1 in RBBP9 counter-screen | inhibition, % at 5.96 µM | P78417 | recombinant GSTO1, activity-based probe fluorescence polarization | AID 1974 | 1.1% of 300,000 active;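 active = inhibition above the campaign mean inhibition plus 3 SD, cut at about 35% in these data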;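 note: 0% = GSTO1-1 with DMSO and 100% = wells lacking GSTO1-1 enzyme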
# pPAFAH inh: pPAFAH (human) enzyme inhibition | Q13093 | recombinant pPAFAH, FP-rhodamine probe fluorescence polarization | inhibition, % at 3.39 µM | 1.5% of 330,000 active | AID 463082;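 active = inhibition above the mean inhibition across the screen plus 3 SD, cut at about 25% in these data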;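 note: inhibitors block binding of the rhodamine activity-based probe so polarization drops; 0% = enzyme with DMSO and 100% = wells lacking pPAFAH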
# LYPLA2 counter: LYPLA2 (human) inhibition in PME1 counter-screen; 0.38% of 320,000 active; recombinant LYPLA2, FP-Rh probe fluorescence polarization; inhibition, % at 5.9 µM;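 active = inhibition above the screen-wide mean plus 3 SD, limit set per campaign, cut at about 26% in these data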;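 note: 0% = LYPLA2 with DMSO and 100% = wells lacking LYPLA2 enzyme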
# PME-1 inh: PME-1 (human) inhibition; recombinant PME-1, FP-Rh probe fluorescence polarization; inhibition, % at 5.9 µM; 0.53% of 320,000 active;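 active = inhibition above the campaign mean of all compounds plus 3 SD, cut at about 26% in these data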;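 note: competitive labeling of PME-1 active site by serine hydrolase directed probe; 0% = PME-1 with DMSO and 100% = wells lacking PME-1 enzyme; inhibitors block probe labeling so polarization falls and inhibition rises; many of its hits are not listed in these tables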
# Active calls of the source: *; . = no result given. These rows are one share of the data. The share of hits here may be higher or lower than overall.
SMILES,LYPLA1 counter,PAD4 inh,PAFAH1B3 inh,PAFAH1B2 FP inh,PREPL inhibitor,GSTO1 inh,pPAFAH inh,LYPLA2 counter,PME-1 inh
O=C(COC(=O)COc1ccccc1)Nc1ccc(Br)cc1Br,.,2,-5,5,-7,.,-1,.,.
CSc1ccccc1NC(=O)CN(C)S(=O)(=O)c1ccc(F)cc1,1,1,9,6,-3,-1,6,-4,-1
O=C(NCc1ccc2c(c1)OCO2)C1CC(=O)N(C2CCCC2)C1 (centres undefined),-5,3,-4,3,14,-7,-2,-4,3
OC(COCc1cccs1)CN1CCN(c2ccccn2)CC1 (centres undefined),-2,-1,-1,3,6,0,0,3,-3
NS(=O)(=O)c1ccc(S(=O)(=O)N2CCN(C3CCCC3)CC2)cc1,2,2,1,5,5,0,1,-1,-3
O=C(NCCN1CCOCC1)c1ccc(NC(=O)C2COc3ccccc3O2)cc1 (centres undefined),0,-1,8,7,7,3,0,6,-1
COc1ccc(OC)c(NC(=O)c2cccc(N3C(=O)C4C5CCC(C5)C4C3=O)c2)c1 (centres undefined),-2,1,-4,2,12,7,-5,3,1
CC(Cc1cccs1)NC(=O)Nc1ccc(Cl)cc1 (centres undefined),-1,1,8,2,-4,-6,-2,5,1
CC(C)(C)C(=O)Nc1nc2c(c(=O)[nH]1)CCCC2,-1,-3,5,4,0,-1,0,-2,-2
C=CCNS(=O)(=O)c1ccc(C(=O)OCc2cc(=O)oc3cc(OC)ccc23)cc1,-5,-4,0,2,3,-4,21,-2,-6
CCOC(=O)CNC(=O)c1ccccc1Br,1,3,6,0,0,-1,4,0,1
CCCC(=O)NC(=S)Nc1cccc(-c2nc3ncccc3o2)c1,0,-7,12,0,-13,0,-1,2,-1
NC(=O)c1cc2ccccc2o/c1=N\NC(=O)c1ccc(F)cc1,-5,-3,-3,0,24,3,9,5,6
OC(CNCc1ccccn1)c1ccccc1 (centres undefined),-2,-6,14,3,1,-2,2,-2,-4
NC(=O)CNC(=O)[C@@H]1CC2(CC(c3ccccc3)=NO2)CN1C(=O)c1ccc(Br)cc1 (some centres undefined),-1,-1,0,4,-19,4,9,6,5
CCc1nnc(NCn2nc(C)cc2C)s1,-2,-2,6,1,-1,4,2,3,-3
CC(C)=Cc1c(O)nc2ccccn2c1=O,-1,0,11,2,-2,12,-1,3,0
OC(CNCC1COc2ccccc2O1)COc1ccccc1F (centres undefined),0,-5,-2,2,-15,4,2,8,-1
CC(C)CN(C(=O)c1ccc2c(c1)OCO2)C1CCS(=O)(=O)C1 (centres undefined),3,-5,7,8,8,8,-1,3,-1
CCC(C)NC(=O)c1ccccc1NC(=O)CN(c1cc(C)ccc1OC)S(C)(=O)=O (centres undefined),-1,-1,-6,4,0,4,1,-8,-2
Cc1ccc(C(c2nnnn2C2CCCCC2)N2CCc3ccccc32)cc1 (centres undefined),-2,2,16,6,5,0,5,1,-2
O=C(COC(=O)CCC1CCCC1)Nc1ccccc1Br,-4,-1,11,3,14,.,34*,-8,-4
NC(N)=NCC(O)CN(c1ccccc1)c1ccccc1 (centres undefined),-2,4,.,.,32,-3,4,0,0
CCc1nn(CCCC(=O)NCc2ccc(OC(C)C)cc2)c(=O)c2cc3occc3n12,2,6,4,-2,14,8,4,3,7
NC(=O)/C(=C/c1ccco1)NC(=O)c1ccc(Br)o1,-5,-2,1,3,7,9,9,-5,1
Cc1ccc(C2=Nc3ccccc3N=C(C(Cl)Cl)C2)cc1,-1,-7,1,1,5,15,7,2,2
O=C(NCc1ccccn1)C1COc2ccccc2O1 (centres undefined),2,5,4,-1,1,0,7,1,4
Cc1ccc(N(C(=O)c2ccccn2)C2(C(=O)NC3CCCC3)CCCCC2)cc1,-2,0,7,3,8,9,-1,-8,3
COc1cccc(CN(C)CC(=O)NCc2ccccc2Cl)c1OC,-3,-3,4,-3,4,4,0,-3,7
c1ccc(Oc2cccc(OCCCn3cncn3)c2)cc1,2,6,2,8,-1,1,7,9,3
Cc1nn(C)c(C(=O)N2CCc3ccccc32)c1Cl,5,-1,7,2,-4,2,-1,-1,4
CSCCC(NC(=O)c1ccco1)C(=O)NCCc1ccc(Cl)cc1 (centres undefined),.,2,10,28*,-7,.,6,.,.
O=C(CNC(=O)c1cccs1)N=Nc1c(O)[nH]c2ccc(Br)cc12,1,-4,-4,3,3,11,5,-1,8
Cn1c(=O)c2c(-c3cccc(Br)c3)c(C#N)c(N)nc2n(C)c1=O,2,2,5,6,3,4,0,5,-7
CCOC(=O)C1CCCN(c2c(N3CCC(N4CCCCC4)CC3)c(=O)c2=O)C1 (centres undefined),-1,-4,5,9,0,-8,-9,0,-7
Cc1nnc(N2CCCCC2)c2ccccc12,-1,-5,7,-1,5,-4,-1,-5,-2
O=C(Nc1sc2c(c1C(=O)O)CCCCC2)c1ccco1,0,-6,2,8,2,-30,5,6,7
O=C(C[C@H]1C/C=C\C[C@H](NC(=O)OCC2c3ccccc3-c3ccccc32)C(=O)O[C@H](c2ccccc2)CNC1=O)N[C@H](CO)Cc1ccccc1,.,-10,-8,-6,11,.,-3,.,.
CCc1ccc(CN2CCCC(CNC(=O)c3cccc(OC)c3OC)C2)cc1 (centres undefined),0,0,-2,-3,5,6,2,4,-3
CCc1ccccc1NC(=O)CNC(=O)c1ccc(-n2cncn2)c([N+](=O)[O-])c1,1,1,4,5,-2,-8,2,-5,-3
O=C(NC(=S)Nc1nc2c(s1)CCCC2)c1ccccc1,0,0,-1,-6,5,3,5,2,4
Nc1ccccc1C(=O)NC1CCCNC1=O (centres undefined),0,29*,.,.,-6,4,-3,8,-2
CCc1nc(N2CCN(C(=O)CCl)CC2)c2c3c(sc2n1)CC(C)CC3 (centres undefined),-1,2,2,0,11,63*,2,-4,2
Cc1ccc(NC2(C#N)C(=O)Nc3ccccc32)cc1 (centres undefined),-1,0,2,5,5,4,0,-1,-3
CCOC(=O)c1nn(-c2ccc(Cl)cc2Cl)c(=N)c(C#N)c1C,-6,-30,.,.,26,12,13,2,7
CC1CCCC(NC(=S)NC(=O)c2ccco2)C1C (centres undefined),.,0,6,12,6,.,11,.,.
Cc1ccc2nc(C(F)C(F)(F)F)[nH]c2c1 (centres undefined),-3,2,4,6,16,0,-4,4,-3
O=C(COC(=O)c1cc(=O)c2ccccc2o1)Nc1cc(Cl)ccc1Cl,-5,-1,4,-2,0,.,-3,-5,-7
Cc1ccc2sc(=O)[nH]c2c1,-2,3,1,4,-5,-1,1,3,-1
OCCC1CN(Cc2ccc3nonc3c2)CCN1Cc1ccsc1 (centres undefined),0,3,11,2,20,12,4,-3,3

# Whole records as entered above. Screens in order: LYPLA1 counter	PAD4 inh	PAFAH1B3 inh	PAFAH1B2 FP inh	PREPL inhibitor	GSTO1 inh	pPAFAH inh	LYPLA2 counter	PME-1 inh
# Profile of Cn1c(=O)c2c(-c3cccc(Br)c3)c(C#N)c(N)nc2n(C)c1=O : 2	2	5	6	3	4	0	5	-7
# Profile of CCc1ccc(CN2CCCC(CNC(=O)c3cccc(OC)c3OC)C2)cc1 (centres undefined) : 0	0	-2	-3	5	6	2	4	-3
# Profile of NS(=O)(=O)c1ccc(S(=O)(=O)N2CCN(C3CCCC3)CC2)cc1 : 2	2	1	5	5	0	1	-1	-3
# Profile of Cc1ccc(C(c2nnnn2C2CCCCC2)N2CCc3ccccc32)cc1 (centres undefined) : -2	2	16	6	5	0	5	1	-2
# Profile of CCc1nc(N2CCN(C(=O)CCl)CC2)c2c3c(sc2n1)CC(C)CC3 (centres undefined) : -1	2	2	0	11	63*	2	-4	2

# Other records
SMILES,LYPLA1 counter,PAD4 inh,PAFAH1B3 inh,PAFAH1B2 FP inh,PREPL inhibitor,GSTO1 inh,pPAFAH inh,LYPLA2 counter,PME-1 inh
Cn1c(=O)cc(OCC(=O)N2CCC(N3CCCCC3)CC2)c2ccccc21,1,-1,-4,3,-7,4,2,1,1
Cc1ccc(S(=O)(=O)N2CCN(CC(=O)N/N=C/c3ccccc3OCC(=O)O)CC2)cc1,3,1,.,.,-10,9,6,8,3
Cc1ccc(CN2CCC(Oc3cccc(C(=O)N(C)CCN(C)C)c3)CC2)cc1C,-3,0,0,-1,30,-1,-3,-5,1
O=C(NC1=NCCS1)C1CCN(S(=O)(=O)c2ccccc2C(F)(F)F)CC1,3,-3,5,1,-2,.,-1,5,-2
NC(=O)CN(c1ccc(Oc2ccccc2)cc1)S(=O)(=O)c1ccccc1,0,-6,7,-3,-7,-2,-2,1,6
COc1ccccc1NC(=O)Nc1ccc(C(N)=O)cc1,2,3,0,2,-5,5,42*,2,1
Cc1ccc(C(=O)N2CCCC(CCC(=O)NCc3ccccc3F)C2)cn1 (centres undefined),-1,1,0,-3,-6,9,2,-2,-2
CC1(C)CC2CC(C)(CN2C(=O)COC(=O)c2cccnc2Cl)C1 (centres undefined),.,-2,14,15,7,.,2,.,.
COc1ccc(-c2oc3ccc(N4CCOCC4)cc3c2/C=C/c2ccc(OC)c(OC)c2)cc1,0,-4,14,2,19,-1,4,-1,6
COn1c(-c2ccccc2)nc2ccc(Cl)cc21,50*,-1,4,0,2,-1,2,-3,3

# Structures shown so far that contain an NH in an aromatic ring (4):
SMILES,LYPLA1 counter,PAD4 inh,PAFAH1B3 inh,PAFAH1B2 FP inh,PREPL inhibitor,GSTO1 inh,pPAFAH inh,LYPLA2 counter,PME-1 inh
CC(C)(C)C(=O)Nc1nc2c(c(=O)[nH]1)CCCC2,-1,-3,5,4,0,-1,0,-2,-2
O=C(CNC(=O)c1cccs1)N=Nc1c(O)[nH]c2ccc(Br)cc12,1,-4,-4,3,3,11,5,-1,8
Cc1ccc2nc(C(F)C(F)(F)F)[nH]c2c1 (centres undefined),-3,2,4,6,16,0,-4,4,-3
Cc1ccc2sc(=O)[nH]c2c1,-2,3,1,4,-5,-1,1,3,-1

# (continued)
SMILES,LYPLA1 counter,PAD4 inh,PAFAH1B3 inh,PAFAH1B2 FP inh,PREPL inhibitor,GSTO1 inh,pPAFAH inh,LYPLA2 counter,PME-1 inh
Cc1c(NC(=O)COc2cccc(Cl)c2Cl)c(=O)n(-c2ccccc2)n1C,7,-12,6,7,10,0,-2,1,3
COc1ccc(C(C)=O)cc1COC(=O)C1CC(=O)N(Cc2ccccc2)C1 (centres undefined),-4,1,-4,-2,10,0,13,7,2
CC(C)(C)c1nnc2sc(SCC(=O)N3CCCc4ccccc43)nn2c1=O,3,8,1,7,11,1,-2,6,-4
Cc1ccc(C)c(NC(=O)COC(=O)c2ccc3c(c2)OCO3)c1,0,-2,16,2,-8,1,5,-1,-6
Cc1cc(Br)ccc1SCC(=O)Nc1cccnc1,-1,-1,8,15,-6,-1,4,1,5
CCN(c1ccccc1)S(=O)(=O)c1ccc(NC(=S)NC(=O)c2cccs2)cc1,-19,-3,-11,-9,-15,-12,-4,-33,-33
Cc1cc(C)n(-c2nc(NCC(C)O)c3c4c(sc3n2)CCCC4)n1 (centres undefined),-2,-2,0,6,10,0,6,1,4
Fc1cccc(CNc2ncnc3ccc(-c4ccc5c(c4)OCO5)cc23)c1,-16,-3,-4,3,37,.,1,-23,-18
CCc1ccccc1N(C(=O)CCC(=O)Nc1cc(C)on1)C(C(=O)NC1CCCC1)c1ccco1 (centres undefined),-2,0,0,6,-2,-5,4,3,-3
COc1ccc(SCC(=O)Nc2ccccc2Cl)cc1,-4,7,6,8,-8,-1,3,1,1

# Screens (PubChem BioAssay)
